# High-throughput results (PubChem BioAssay)
# Statin myotox sup: suppressors of statin myotoxicity in C2C12 myotubes, primary screen, cell-based, single point, plate reader. C2C12 myotubes + simvastatin, ATP luminescence, 48 h; scaled: DMSO 0, geranylgeraniol control 100. 330,000 tested, 0.78% active. rescue of ATP level, % at 7.49 µM;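 active means mean ATP rescue above about 67%, or every replicate alone reaching that limit, limit read from the data, passing the limit was not always enough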;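 further: myotubes were challenged with 10 µM simvastatin during compound exposure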
# SIRT5 block: SIRT5 desuccinylase inhibitors, primary screen, biochemical, fluorescence imaging, single point, set 5; NAD-dependent protein deacylase sirtuin-5, mitochondrial (Homo sapiens), Q9NXA8; Purified SirT5, succinyl-peptide AMC, trypsin-coupled fluorescence; inhibition, % at 15 µM; 330,000 tested, 1.1% active; AID 652115, 2013; in the data active means inhibition above about 15%
# Target sequence (Q9NXA8 whole entry, looked up): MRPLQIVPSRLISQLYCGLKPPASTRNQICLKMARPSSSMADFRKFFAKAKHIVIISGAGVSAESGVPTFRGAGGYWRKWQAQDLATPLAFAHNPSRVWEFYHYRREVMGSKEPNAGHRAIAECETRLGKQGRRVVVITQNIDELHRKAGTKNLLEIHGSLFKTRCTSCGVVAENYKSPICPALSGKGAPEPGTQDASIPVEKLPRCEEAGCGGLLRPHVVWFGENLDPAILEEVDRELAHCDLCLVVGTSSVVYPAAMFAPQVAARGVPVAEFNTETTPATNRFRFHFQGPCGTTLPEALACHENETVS
# PGC1a acetyl inh: inhibitors of PGC1a acetylation signal, primary screen, cell-based, U2OS, AlphaScreen, inhibitor mode; AID 651687, 2012; AlphaScreen anti-acetyl-lysine; with virally co-expressed GCN5 acetyltransferase; inhibition, % at 15.6 µM; 350,000 tested, 0.17% active;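 active means every replicate shows inhibition of at least 40%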;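 further: 0% = neutral control wells and 100% = positive control wells; some results beyond the cut were filed as inactive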
# XiGFP reactiv: activators of inactive X chromosome reactivation, primary screen, imaging, XiGFP fibroblasts, GFP high-content imaging, set 2; 360,000 tested, 0.055% active; XiGFP mouse fibroblasts, % GFP-positive cells imaging, 3 d; cells co-treated with 5-aza-dC sensitizer; scaled so ellipticine positive control = 100%; activation, % at 7.58 µM;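 active means mean normalized replicate activation at least 10% and every replicate at or above 10%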;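 further: 0% = median of on-plate neutral control wells and 100% = ellipticine 6 µM median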
#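 Assay system: SV40-immortalized XiGFP fibroblast cells, line 68-5-11; buffer or medium: DMEM plus 5-aza-dC sensitizer; compound: one concentration, pinned; timing: compounds 3 days, fix/stain 15 min at room temperature; benchmarks: positive control ellipticine, 6 µM final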
# Cneo AK release: Cryptococcus neoformans cell lysis inducers, primary screen, AK release luminescence, single concentration; C. neoformans lysis, adenylate kinase release luminescence, 4 h; normalised: neutral wells 0, clomiphene wells 100; AID 651654, 2012; 360,000 tested, 0.2% active; lysis activity, % at 15 µM;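 active means mean lysis activity across replicates of at least 80%, whatever share of replicates individually reach that level; inactive means mean lysis activity below 80%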
#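 Material – Cryptococcus neoformans yeast cells · Quantity – 5 × 10^6 yeast cells/mL · Buffer or medium – YPD medium · Compound – single dose · Timing – 4 h static compound exposure, 37 °C, read 1 h post-reagent · Signal – adenylate kinase release luminescence · Read-out basis – lysis from increased AK signal · Benchmarks – Clomiphene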
# LGR2 antag: inhibitors of bursicon-induced LGR2 CRE-luciferase signal, primary screen, cell-based, HEK293, CRE-luciferase reporter, bursicon stimulation; bursicon-stimulated, 4 h; inhibition, % at 9.99 µM; 380,000 tested, 0.35% active; AID 720647, 2013;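 active means drop in luminescence signal, shown as inhibition above about 50% in the replicate tests, limit read from the data, passing the limit was not always enough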;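 further: agonist challenge used bursicon conditioned medium at about half maximal strength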
# ERAP1 inh: human ERAP1 aminopeptidase inhibitors, primary screen, biochemical, single point, plate reader; recombinant ERAP1, Leu-AMC fluorescence, 60 min; inhibition, % at 10.7 µM; 340,000 tested, 0.15% active;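 active means mean replicate inhibition of at least 30%, or all replicates individually reaching that 30% level; inactive means mean below 30% and not every replicate reaching it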;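 further: 0% = neutral control wells and 100% = L-leucinethiol positive control wells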
# S100A4 inh HTS: inhibitors of S100A4-myosin IIA peptide binding, primary screen, biochemical, fluorescence polarization, TAMRA-MyoIIA peptide; Protein S100-A4 (Homo sapiens), P26447; inhibition, % at 10.7 µM; 360,000 tested, 0.14% active; AID 652163, 2013;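 active means mean inhibition of at least 70% across replicates, with every replicate also reaching that level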
# Target sequence (P26447 whole entry, looked up): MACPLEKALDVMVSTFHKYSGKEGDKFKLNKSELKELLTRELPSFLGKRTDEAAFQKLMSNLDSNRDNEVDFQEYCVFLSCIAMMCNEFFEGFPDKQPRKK
#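 Compound dosing: one dose per compound; test system: human S100A4 monomer with TAMRA-labelled myosin IIA peptide; probe or stimulus: TAMRA-labelled myosin IIA heavy-chain peptide probe, 5 nM; medium: HEPES buffer with Ca2+, pH 7.2; schedule: 5 min incubation before reading; benchmarks: neutral control DMSO, positive control TFP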
# * hit, by the source's call; . = not tested or not shown.
SMILES,Statin myotox sup,SIRT5 block,PGC1a acetyl inh,XiGFP reactiv,Cneo AK release,LGR2 antag,ERAP1 inh,S100A4 inh HTS
C/C(=N\Nc1nc2ccccc2[nH]1)c1ccccn1,-306,2,.,3.3,-3,23,-4,3
C[C@H](CO)N1C[C@H](C)[C@H](CN(C)Cc2ccc3c(c2)OCO3)Oc2ncc(C#Cc3ccccc3)cc2C1=O,14,5,-13,0.6,3,8,-1,3
COCC(=O)N1C[C@H](C)[C@H](OC)CN(C)C(=O)c2cc(NC(=O)c3ccc(OC)cc3)ccc2OC[C@H]1C,-7,4,7,0.5,-1,5,0,17
Cc1cc(C)c(C)c(S(=O)(=O)Nc2cccnc2)c1C,-7,.,4,0.0,-1,2,-2,-3
COc1ccccc1NC(=O)COC(=O)CC(C)(C)CC1=NS(=O)(=O)c2ccccc2N1,7,-6,1,6.1,0,2,-2,-3
O=C(N[C@H]1CC[C@@H](CCNC(=O)c2cnccn2)O[C@H]1CO)c1ccc2c(c1)OCO2,2,2,14,-0.8,18,-9,0,-7
COC(=O)c1cc2c(c3c4cc(OC)ccc4n(S(=O)(=O)c4ccc(OC)cc4)c13)C(=O)N(Cc1ccco1)C2,.,.,.,-0.1,.,-27,-2,-9
COc1ccc(Cc2nnc(Cl)c3ccccc23)cc1OC,3,-5,2,0.0,-1,0,-2,-8
COc1ccc(-c2ccc3c(c2)O[C@@H](CN(C)Cc2ccccc2C(=O)O)[C@H](C)CN([C@H](C)CO)S3(=O)=O)cc1,3,-7,2,-0.5,0,-1,1,-4
CC1CCCCC12NC(=O)N(CC(=O)N1CCN(C(=O)c3ccco3)CC1)C2=O (configuration not stated),-7,-2,-7,-0.1,.,-4,-4,-2
CNC[C@H]1Oc2c(N)cccc2C(=O)N([C@@H](C)CO)C[C@@H]1C,-13,.,3,0.1,2,-2,-3,12
OC(COc1ccccc1)CN1CCN(c2ccccc2)CC1 (configuration not stated),7,15,9,0.0,-1,2,1,14
Cc1sc2nc(C3CC3)nc(SCC(=O)NCc3ccco3)c2c1C,9,0,.,.,-1,4,-1,9
CO[C@@H]1CN(C)C(=O)c2ccc(NC(=O)c3ccccn3)cc2OC[C@@H](C)N(C(=O)C2CC2)C[C@H]1C,3,.,-14,.,-7,.,-2,-17
O=C(O)[C@H]1[C@H](CO)[C@H]2Cn3c(ccc(-c4cncnc4)c3=O)[C@H]2N1C(=O)C1CCCCC1,7,-7,.,0.0,-2,-14,0,2
COc1cc(OC)cc(C(=O)NC(C)CCc2ccccc2)c1 (configuration not stated),9,0,9,0.0,1,8,1,2
CCC(C)(C)NC(=O)C(NS(=O)(=O)c1cccs1)c1ccccc1 (configuration not stated),0,-2,24,0.4,2,1,3,-8
C[C@@H](C(=O)NNC(=O)c1ccc(Cl)cc1)N1C(=O)C2CC=CCC2C1=O (some centres not stated),0,2,2,0.0,-6,-18,3,3
C=CCn1c(SCC(=O)c2ccc(F)cc2)nnc1-c1ccc2c(c1)OCO2,.,0,-8,0.1,.,9,-2,1
Cc1cccc(-c2nn(-c3ccccc3)cc2C(=O)N2CCN(C3CCS(=O)(=O)C3)CC2)c1 (configuration not stated),-27,-2,2,0.0,2,-3,1,1
COc1ccc(C(O)c2ncc(-c3ccccc3)[nH]2)cc1 (configuration not stated),6,.,.,-0.1,0,10,-2,-1
Cc1ccc(S(=O)(=O)N(C)C[C@@H]2Oc3ncc(C#CCN(C)C)cc3C(=O)N([C@H](C)CO)C[C@@H]2C)cc1,-5,-2,-6,-1.2,-4,4,-1,0
CC1CC(C)CN(C(=O)CSc2nc3ccsc3c(=O)n2Cc2ccccn2)C1 (configuration not stated),13,.,2,.,1,1,.,.
CCN(CC)S(=O)(=O)c1cc(C(=O)OCC(=O)Nc2c(F)cccc2F)ccc1F,.,-2,0,0.0,0,13,7,-4
CCCOc1ccc2c(c1)C(=NN=C(N)N)c1cc(OCCC)ccc1-2,-15,0,-75,0.3,2,3,1,1

# 3 entries from above, ordered by their value in LGR2 antag, ascending.
Molecule	LGR2 antag
C[C@@H](C(=O)NNC(=O)c1ccc(Cl)cc1)N1C(=O)C2CC=CCC2C1=O (some centres not stated)	-18
OC(COc1ccccc1)CN1CCN(c2ccccc2)CC1 (configuration not stated)	2
COCC(=O)N1C[C@H](C)[C@H](OC)CN(C)C(=O)c2cc(NC(=O)c3ccc(OC)cc3)ccc2OC[C@H]1C	5

# Filtered by structure: the compounds so far with a Cl atom
SMILES,Statin myotox sup,SIRT5 block,PGC1a acetyl inh,XiGFP reactiv,Cneo AK release,LGR2 antag,ERAP1 inh,S100A4 inh HTS
COc1ccc(Cc2nnc(Cl)c3ccccc23)cc1OC,3,-5,2,0.0,-1,0,-2,-8
C[C@@H](C(=O)NNC(=O)c1ccc(Cl)cc1)N1C(=O)C2CC=CCC2C1=O (some centres not stated),0,2,2,0.0,-6,-18,3,3

# (continued)
SMILES,Statin myotox sup,SIRT5 block,PGC1a acetyl inh,XiGFP reactiv,Cneo AK release,LGR2 antag,ERAP1 inh,S100A4 inh HTS
COC(=O)c1cc(CNC(=O)CCCSc2ccccc2)ccc1OC,-17,-2,-9,0.0,-1,-7,3,-3
COc1ccc(C(=O)NC(=S)Nc2ccc3[nH]c(=O)[nH]c3c2)c(OC)c1,-36,-1,.,0.0,-1,6,-3,4
Cc1ccc(C(=O)OCC(=O)NCc2ccco2)cc1S(=O)(=O)N1CCOCC1,-4,-14,.,0.0,-6,-2,-2,-4
O=S(=O)(/N=C(/Nc1ccccc1)c1ccccc1)c1cccs1,.,0,.,0.1,.,-6,-1,1
COc1cc(CO)ccc1OCC(=O)Nc1cccc2ccccc12,3,-1,.,-0.2,0,0,-2,2
Cc1cc(C)n2nc(C(=O)OCC(=O)NNC(=O)c3ccccc3)nc2n1,3,-2,4,-0.9,-10,3,2,2
O=c1c2ccccc2ncn1CCCCOc1ccccc1F,-4,-3,4,0.1,2,-15,3,-5
c1ccc2c(NCCc3c[nH]c4ccccc34)c3ccccc3nc2c1,4,-4,.,0.0,2,18,-33,16
COc1ccc(N2CCN(C(=O)c3cc(C)on3)CC2)cc1,9,1,7,0.1,3,1,-9,4
CN(Cc1ccccc1)c1ccc(C(=O)O)cc1[N+](=O)[O-],14,.,3,0.2,0,8,.,.
COc1ccccc1CN1CCN(C(c2ccccc2)c2ccccc2)CC1,4,4,0,0.1,1,9,-1,-2
O=C(CCn1c(=O)oc2ccccc21)NC1=NCCS1,-2,.,-18,.,-2,11,.,.
C[C@@H]1CN([C@@H](C)CO)C(=O)c2cc(C#CC3CCCCC3)cnc2O[C@@H]1CN(C)Cc1ccncc1,8,0,-1,-0.8,-2,-9,4,15
O=C(CNC(=O)c1ccco1)N=Nc1c(O)n(CCc2ccccc2)c2ccccc12,-50,-1,-6,0.2,1,18,3,-2
COCC(=O)N1CCC2(CC1)CN(Cc1ccccc1Cl)[C@H](CO)c1[nH]c3cc(OC)ccc3c12,.,-3,-6,0.0,.,1,.,0
CCc1cc2c(=O)nc3n(c2s1)Cc1ccccc1/C3=C(/O)c1ccc(F)cc1,9,.,5,.,-3,-24,.,.
COc1cc(S(=O)(=O)Nc2ccccc2C(=O)N2CCCC2)ccc1NC(C)=O,-10,-7,6,0.0,1,11,-1,-8
CC(=O)N(C)C[C@@H]1Oc2ncc(C#CC3(O)CCCC3)cc2C(=O)N([C@H](C)CO)C[C@@H]1C,0,-1,-1,-0.1,7,8,3,23
CCOC(=O)Cn1c(=O)oc2cc(S(=O)(=O)N(C)Cc3ccccc3)ccc21,-1,-1,-7,1.3,1,-9,.,-4
COc1ccccc1C(=O)NC(=S)Nc1ccc(N2CCN(C(=O)c3ccco3)CC2)cc1,9,-4,.,1.9,-1,-2,2,1
COc1ccc(NC2=NC3(CCCCC3)N=C(N)N2)cc1,3,0,.,.,-2,15,-1,-2
C[C@@H]1CN([C@H](C)CO)C(=O)c2cc(/C=C/c3ccccc3)cnc2O[C@@H]1CN(C)C(=O)CN(C)C,10,-14,7,-0.4,-4,7,-3,-4
CNC(=O)OCCSCCS(=O)(=O)c1ccc(Cl)cc1,.,-1,.,-0.2,.,13,-6,20
NC(=O)CN(c1ccc([N+](=O)[O-])cc1)S(=O)(=O)c1ccccc1,5,1,3,0.0,-8,16,2,6
Cc1ccc(S(=O)(=O)c2ccc(Cl)cc2)cc1S(N)(=O)=O,14,-1,.,-0.1,3,8,0,7
# More entries
SMILES,Statin myotox sup,SIRT5 block,PGC1a acetyl inh,XiGFP reactiv,Cneo AK release,LGR2 antag,ERAP1 inh,S100A4 inh HTS
O=C(NCC[C@@H]1CC[C@@H](NS(=O)(=O)c2ccc(Cl)cc2)[C@@H](CO)O1)c1ccccc1F,-6,3,2,-0.2,72,0,-3,11
CC(C)c1ccc(Nc2nnc(SCC(=O)Nc3ncc(S(=O)(=O)c4ccc([N+](=O)[O-])cc4)s3)s2)cc1,.,-1,.,-0.1,.,-8,-1,-5
O=C(NCCc1ccccc1)[C@H]1N[C@H]2c3ccc(-c4ccc(F)cc4)c(=O)n3C[C@H]2[C@@H]1CO,-22,-5,10,0.4,1,5,9,-2
C[C@@H]1CCCCO[C@H](CN(C)C)[C@@H](C)CN([C@H](C)CO)C(=O)c2cc(NS(C)(=O)=O)ccc2O1,-14,2,3,0.0,-2,0,1,-6
O=C(c1ccc(F)cc1)N(CC1CCC1)C[C@H]1N[C@@H](CO)[C@H]1c1ccccc1,18,-2,-1,0.4,-6,-7,.,-13
COC(=O)CN1C(=O)COc2ccc(S(=O)(=O)N3CCCCCC3)cc21,6,0,-2,0.0,3,-7,0,-3
CCc1ccc(OCC(=O)N/N=C/c2cc([N+](=O)[O-])ccc2N2CCCCCC2)cc1,3,.,1,0.8,-4,9,.,.
CC1CCCN(CCOCCSc2ccccc2)C1 (configuration not stated),.,21*,.,0.4,.,5,0,-6
CCn1cnc2scc(-c3ccc(OC)cc3)c2c1=O,-13,-2,3,0.0,-1,-6,3,-6
COCCNC(=O)c1cccc(C)c1[N+](=O)[O-],.,.,5,0.2,-2,7,3,4
O=C(NNc1nc(N2CCCC2)nc(N2CCCC2)n1)c1ccccc1,9,-3,10,0.2,-3,-8,0,-4
COc1ccc(N(CC(=O)N2CCOCC2)S(C)(=O)=O)cc1,-11,-2,-6,0.0,1,4,2,0
Cc1cccc(-c2ccc([C@@H]3[C@@H](CO)N4CCCCN(CCC(F)(F)F)C[C@@H]34)cc2)c1,.,4,-5,-0.1,1,18,-2,-7
C#CCNC(=O)C1=C[C@H](c2cn(C(C)=O)c3ccccc23)[C@@H](CCCO)[C@H](OCC)O1,21,.,.,0.0,12,-18,.,-1
COC/C=C/C1=CC2=CC(=O)C(C)(OC(=O)c3cnc4ccccc4n3)C(=O)C2=CN1C(CO)CO (configuration not stated),-1,.,.,0.0,1,-6,-3,-4

# With a hit mark in SIRT5 block (from the list above):
Structure	SIRT5 block	PGC1a acetyl inh	LGR2 antag	ERAP1 inh	S100A4 inh HTS
CC1CCCN(CCOCCSc2ccccc2)C1 (configuration not stated)	21*	.	5	0	-6

# The list is partial (hit frequency here may not be typical).
